Assay outcomes (PubChem BioAssay)
Myeloid diff MLP: myeloid differentiation induction. hit rate 1% among 360,000. AID 624256. calls only at 10 µM. ER-HoxA9 myeloid progenitors, lysozyme-GFP differentiation, flow cytometry;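 active means normalized GFP-positive differentiation at or above the plate's own cutoff, the solvent-only control mean plus 3 SD; inconclusive means no clear call, values can overlap the other calls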;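 further: cells exposed to compound for four days before flow analysis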
GPR55 LPI antagonism: GPR55 antagonists blocking LPI-driven arrestin recruitment, primary screen, imaging, U2OS, beta-arrestin-GFP, LPI agonist (AID 2013); U2OS GPR55 beta-arrestin-GFP translocation imaging, LPI antagonism; higher % means a stronger effect; one-dose inhibition, % at 10 µM; IC50 in µM for titrated hits; hit rate 0.13% among 290,000;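 active means spots per cell inhibited over 60%, with over 100 cells counted and total cytoplasm intensity under 500,000; inconclusive means wells with under 100 cells, flagged as likely toxic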;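 further: U2OS cells stably carrying GPR55 and arrestin-GFP stimulated by 5 µM LPI near EC80; imaged beta-arrestin-GFP aggregate spots per cell after agonist stimulation; plate controls were LPI-stimulated DMSO wells for no effect and DMSO wells without LPI for full effect; some results filed as inactive read as strong as hits; confirmed hits need IC50 under 10 µM and bright autofluorescent wells are also inconclusive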
SIAH1 antagonists: blockers of Siah-1 interaction with plectin peptide – biochemical, fluorescence polarization, rhodamine-plectin, uHTS, primary screen (AID 1817); Siah-1 / rhodamine-plectin peptide fluorescence polarization; higher % means a stronger effect; one-dose displacement, % at 20 µM; IC50 in µM for titrated hits; hit rate 0.02% among 290,000;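 active means displacement of at least 50% at 20 µM, with a fluorescence ratio check between 0.3 and a set limit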;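 further: plate controls were Siah plus tracer with DMSO for no effect and tracer alone without Siah for full effect; strong numbers were not always called active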
GPR35 antagonists: GPR35 antagonists blocking zaprinast-driven arrestin recruitment, primary screen, imaging, U2OS, beta-arrestin-GFP, zaprinast agonist (AID 2058); U2OS GPR35 beta-arrestin-GFP translocation imaging, zaprinast antagonism; higher % means a stronger effect; inhibition, % at 10 µM, or IC50 in µM where a hit was titrated; hit rate 0.052% among 290,000;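 active means inhibition of at least 50% with at least 30 cells and total cytoplasm GFP at most 10,000,000; inconclusive means under 30 cells or total GFP of 10,000,000 plus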
LYP phosphatase: inhibitors of LYP phosphatase, biochemical, fluorescence intensity, uHTS (AID 1779) | recombinant LYP phosphatase, fluorescence intensity; higher % means a stronger effect | one-dose inhibition, % at 11.5 µM; IC50 in µM for titrated hits | hit rate 0.054% among 290,000; in the data active means inhibition above about 50%;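 further: plate controls were vehicle with enzyme for no effect and no enzyme for full effect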
Rac1 GTP hydrolysis: MgcRacGAP GTPase-activating activity inhibitors, confirmation, biochemical, ADP Hunter fluorescence. MgcRacGAP-stimulated Rac1 GTP hydrolysis, ADP Hunter fluorescence; higher % means a stronger effect; GST-tagged Rac1 F28L mutant substrate. one-dose inhibition, % at 30 µM; IC50 in µM for titrated hits. hit rate 0.6% among 340,000;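 active means first-screen hits whose inhibition reached a set limit at any dose in the follow-up dose series; inconclusive means inhibition above the set first-screen limit but never retested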;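 further: fluorescence reports GDP produced by GAP-driven GTP hydrolysis; strong numbers were not always called active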
HIV peptide binding: cell-free HIV fusion peptide-binding blockers – biochemical, uHTS, fluorescence dequenching, primary screen (AID 1986). cell-free peptide binding, fluorescence dequenching, 30 min; higher % means a stronger effect. inhibition, % at 20 µM, or IC50 in µM where a hit was titrated. hit rate 0.3% among 290,000; in the data active means inhibition mostly above about 52%, no sharp cut-off; inactive means mostly below about 76%; further: some results filed as inactive read as strong as hits
PhoP inhibition: PhoP-dependent GFP reporter repression – Salmonella Typhimurium, primary screen (AID 1863); one-dose inhibition, % at 50 µM; IC50 in µM for titrated hits; S. Typhimurium PhoP-regulated promoter GFP reporter, 4 h; higher % means a stronger effect; hit rate 0.16% among 300,000;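 active means inhibition over 29.93%, a cutoff 3 SD above the screen mean, later confirmed by dose response; inconclusive means inhibition over 29.93% but no dose response follow-up; inactive means inhibition at most 29.93% or unconfirmed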;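 further: 0% = low Mg2+ inducing control and 100% = high Mg2+ repressing control; strong numbers were not always called active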
NTR1 agonist: NTR1-driven beta-arrestin-GFP spot formation – imaging, U2OS cells, high content, primary screen (AID 493036); P30989; agonist mode; activation, % at 20 µM; hit rate 0.17% among 330,000;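 active means activation at or above 40% of the spot to cytoplasm intensity ratio, with at least 20 cells analyzed; inconclusive means wells under 20 cells, flagged as cytotoxic or low count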;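 further: 0% = DMSO without peptide and 100% = 100 nM NTR1 peptide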
Target sequence (P30989 whole entry, looked up): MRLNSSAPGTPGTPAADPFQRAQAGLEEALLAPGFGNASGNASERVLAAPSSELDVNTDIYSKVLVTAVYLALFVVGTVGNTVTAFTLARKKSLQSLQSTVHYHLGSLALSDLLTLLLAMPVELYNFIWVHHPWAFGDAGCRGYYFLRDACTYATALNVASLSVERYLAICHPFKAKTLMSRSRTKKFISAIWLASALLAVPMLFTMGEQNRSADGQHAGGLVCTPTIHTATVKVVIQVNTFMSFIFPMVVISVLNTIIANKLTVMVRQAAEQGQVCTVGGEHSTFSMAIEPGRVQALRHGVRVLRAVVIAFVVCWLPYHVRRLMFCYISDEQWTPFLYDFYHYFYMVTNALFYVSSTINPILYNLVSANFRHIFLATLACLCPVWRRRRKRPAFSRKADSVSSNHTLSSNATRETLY
NTR1 agonist cell count 20 µM: recorded beside NTR1 agonist, whose call it bears; cell count; measured here: cell count, cytotoxicity flag
Myeloid diff MLP GFP+ MAC1+ %: further read-out of Myeloid diff MLP, marked with its call; GFP+ MAC1+ double positive, %; measured here: differentiation confirmed by MAC1 staining
Starred values were filed as active, the others as inactive; i = inactive; ? = inconclusive; . = not tested or not shown.

SMILES	Myeloid diff MLP	Myeloid diff MLP GFP+ MAC1+ %	GPR55 LPI antagonism	SIAH1 antagonists	GPR35 antagonists	LYP phosphatase	Rac1 GTP hydrolysis	HIV peptide binding	PhoP inhibition	NTR1 agonist	NTR1 agonist cell count 20 µM
Cc1ccc(C)c(N2N=C(C(=O)NCCN3C(=O)S/C(=C\c4cccnc4)C3=O)CCC2=O)c1	i	0.8	.	.	.	.	5%	.	6%	1.2	74
CCOC(=O)Cn1nnnc1C(CC)N(Cc1ccccc1)Cc1cc2cc(C)ccc2[nH]c1=O (configuration not stated)	i	6.4	6%	2%	-14%	0%	6%	-0.3%	5%	4.0	43
COc1ccc2c(CC(=O)OCC(=O)Nc3ccc(S(N)(=O)=O)cc3)coc2c1	i	1.2	1%	4%	-1%	3%	-11%	2.3%	16%	-1.9	57
COc1cc(OC)cc(C(=O)NCc2nc(-c3ccccc3)no2)c1	i	0.5	8%	2%	-6%	-1%	12%	-3.1%	-5%	-1.6	50
O=C(COC(=O)c1ccc(Cl)c(S(=O)(=O)N2CCN(c3ccc(F)cc3)CC2)c1)Nc1cccc(Cl)c1	i	1.1	-14%	5%	1%	-2%	6%	2.7%	-5%	0.8	56
Cc1ccc(OCc2cc(C(=O)NC(C)Cc3cccc(C)n3)no2)cn1 (configuration not stated)	i	4.3	3%	2%	2%	-11%	13%	-0.9%	9%	-0.3	51
CC(NC(=O)CNC(=O)c1ccco1)c1ccc(S(N)(=O)=O)cc1 (configuration not stated)	i	0.6	3%	-2%	-14%	-3%	3%	0.7%	-2%	-1.3	55
CCN(CC)S(=O)(=O)c1ccc(F)c(C(=O)NCCC(C)C)c1	i	1.6	-2%	4%	-5%	3%	2%	-0.3%	-5%	0.8	72
O=C(NC(=S)N1CCCCC1)c1cccs1	i	0.5	-8%	-3%	6%	5%	7%	0.7%	-19%	0.9	77
COc1ccccc1-c1nnc(NC(=O)c2ccc3c(c2)OCO3)s1	?	.	4%	5%	-6%	-9%	2%	-1.3%	-6%	1.9	48
CNC(=O)c1c(NC(=O)c2ccc(N3C(=O)CCC3=O)cc2)sc2c1CCCC2	i	3.9	7%	-5%	-13%	2%	1%	2.5%	1%	3.9	47
COc1ccccc1-n1cnc2c(c1=O)c1nc3ccccc3nc1n2-c1ccc(C)c(C)c1	i	0.6	9%	14%	-43%	8%	-18%	-4.3%	-17%	.	.
Cc1ccc2cc(C#N)c(NCCNC(=S)NCCCN3CCOCC3)nc2c1	i	0.2	2%	14%	-2%	-8%	9%	1.9%	5%	0.0	45
CCOC(=O)c1csc(-c2ccc3c(c2)CCO3)n1	i	0.3	-7%	-3%	-9%	-9%	.	-0.3%	-11%	0.7	41
CC1=C(C)C(=O)OC(C(C)C2CCC3C4CC=C5CC(OC6OC(COC7OC(CO)C(O)C(O)C7O)C(O)C(O)C6O)CC(O)C5(C)C4CCC23C)C1 (configuration not stated)	i	3.5	7%	1%	1%	0%	1%	-1.6%	-4%	0.8	106
CCCCCCNC(=O)c1c(O)c2ccccc2[nH]c1=O	i	2.1	-4%	1%	-1%	3%	-6%	0.3%	-6%	-0.4	79
COc1ccc(NC(=O)CCCCCN2C(=O)c3cccc([N+](=O)[O-])c3C2=O)c(OC)c1	i	0.3	2%	4%	14%	-4%	4%	-2.2%	4%	0.0	66
O=C(COc1ccccc1[N+](=O)[O-])N/N=C/c1cccc(OC(=O)c2ccc3c(c2)OCO3)c1	i	2.8	-1%	5%	15%	8%	5%	0.5%	-5%	3.6	66
COc1cc(C(=O)NCC(=O)NCCN2C(=O)S/C(=C\c3ccccc3Cl)C2=O)cc(OC)c1OC	i	0.4	.	.	.	.	0%	.	-8%	2.9	45
Cc1cc(C(=O)Nc2cccc(C(=O)O)c2)c(C)o1	i	2.0	4%	-1%	3%	-8%	4%	2.8%	-13%	-0.4	52
COc1ccc(C(=O)N2CCCC2)cc1S(=O)(=O)N1CCOCC1	i	2.5	-15%	-1%	-7%	-4%	2%	0.3%	-6%	0.5	60
CC1=C(C(=O)OCC2CCCO2)C(c2ccsc2)C2=C(CC(C)(C)CC2=O)N1 (configuration not stated)	i	0.4	6%	6%	3%	-4%	6%	0.4%	-8%	1.1	42
CN1CCOc2cc(S(=O)(=O)NCc3ccc(S(N)(=O)=O)cc3)ccc21	i	1.5	8%	-4%	0%	-6%	10%	-0.7%	5%	-0.3	59
Nc1nnn(CC(=O)N/N=C/c2ccc(Cl)cc2Cl)n1	i	0.5	1%	8%	8%	-4%	-7%	2.5%	-7%	-0.8	38
CCCn1c(N/N=C(C)\C=C\c2ccccc2)nc2c1c(=O)[nH]c(=O)n2C	.	.	13%	-3%	1%	-2%	.	-3.7%	-5%	0.8	90
Cc1ccc(SC[C@H](c2ccccc2)N2CCN(CCc3ccccc3)CCC2=O)cc1	i	1.8	2%	14%	4%	-4%	9%	-0.4%	3%	-0.7	92
O=C(Nc1ccccc1Cl)C1Cc2ccccc2O/C1=N\O (configuration not stated)	i	0.2	4%	-1%	-8%	-5%	3%	-3.6%	3%	1.3	56
O=C(NCc1ccco1)/C(=C/c1cccc([N+](=O)[O-])c1)NC(=O)c1ccco1	i	0.9	3%	-1%	2%	-10%	8%	-0.1%	1%	1.9	48
CC(=O)Nc1cc[n+](CC(=O)c2ccc(Cl)cc2)cc1	i	0.5	6%	1%	-8%	-5%	.	0.3%	-12%	-0.9	44
O=[N+]([O-])c1cccc(-c2noc(-c3ccco3)n2)c1	i	0.5	6%	0%	4%	0%	2%	-2.4%	-8%	-0.4	48
CCn1c(COc2ccccc2OC)nnc1SCC#N	i	0.5	-3%	2%	-9%	1%	0%	-0.6%	-13%	0.9	84
CCCS(=O)(=O)N1CCC(C(=O)NCc2ccc3c(c2)OCO3)CC1	i	0.4	1%	4%	-6%	-2%	-1%	0.3%	3%	0.6	49
O=C(N/N=C/c1ccc(Cl)cc1)c1nc2ccc([N+](=O)[O-])cc2c(=O)[nH]1	i	0.3	0%	13%	-1%	-3%	14%	7.6%	0%	-0.7	101
COc1ccc(NC(=O)c2ccc(-n3cncn3)c([N+](=O)[O-])c2)cc1	i	0.3	14%	-6%	-3%	-2%	7%	-1.1%	-1%	1.4	56
O=C(N/N=C/c1cccc(O)c1)C(=O)N1CCCCCC1	i	4.4	14%	5%	0%	-6%	0%	-2.0%	6%	1.7	34
COc1ccc(CC2(CO)CCN(S(=O)(=O)c3cccc4cccnc34)CC2)cc1	i	0.3	-14%	3%	-5%	-3%	0%	-0.3%	2%	1.8	68
Cc1cc(C#N)c2ccccc2n1	i	1.4	8%	-2%	23%	-11%	13%	-1.2%	9%	2.1	39
O=C(O)CC12CC3CC(C1)CC(n1ncc(NCc4ccccc4)c(Cl)c1=O)(C3)C2	i	0.6	11%	14%	-2%	-4%	5%	-1.4%	-7%	2.6	71
c1ccc(-c2ccc(-c3nc(-c4cccnc4)no3)cc2)cc1	i	0.6	-2%	6%	16%	-1%	5%	-2.7%	3%	1.3	47
CCOc1cc(S(=O)(=O)NCc2ccccn2)ccc1Cl	i	2.6	6%	1%	-12%	-1%	0%	1.7%	4%	0.4	50
COc1cc(NC(=O)C(c2ccccc2)c2ccccc2)c(C(=O)O)cc1OC	i	0.5	2%	2%	-5%	-8%	11%	6.0%	-4%	1.5	56
CC(C)(C)C(=O)Nc1ccc(C(=O)NCc2cccnc2)cc1	i	0.8	-4%	0%	-3%	5%	12%	1.0%	5%	-0.3	27
O=C(Nc1ccc(Oc2cccc(C(F)(F)F)c2)nc1)c1cccs1	i	0.0	-5%	-4%	8%	-2%	3%	0.8%	-4%	3.0	31

A portion taken from the entries so far, as a working copy:
SMILES	Myeloid diff MLP	Myeloid diff MLP GFP+ MAC1+ %	GPR55 LPI antagonism	SIAH1 antagonists	GPR35 antagonists	LYP phosphatase	Rac1 GTP hydrolysis	HIV peptide binding	PhoP inhibition	NTR1 agonist	NTR1 agonist cell count 20 µM
O=C(N/N=C/c1ccc(Cl)cc1)c1nc2ccc([N+](=O)[O-])cc2c(=O)[nH]1	i	0.3	0%	13%	-1%	-3%	14%	7.6%	0%	-0.7	101
COc1ccc(NC(=O)c2ccc(-n3cncn3)c([N+](=O)[O-])c2)cc1	i	0.3	14%	-6%	-3%	-2%	7%	-1.1%	-1%	1.4	56
O=C(N/N=C/c1cccc(O)c1)C(=O)N1CCCCCC1	i	4.4	14%	5%	0%	-6%	0%	-2.0%	6%	1.7	34
COc1ccc(CC2(CO)CCN(S(=O)(=O)c3cccc4cccnc34)CC2)cc1	i	0.3	-14%	3%	-5%	-3%	0%	-0.3%	2%	1.8	68
Cc1cc(C#N)c2ccccc2n1	i	1.4	8%	-2%	23%	-11%	13%	-1.2%	9%	2.1	39
O=C(O)CC12CC3CC(C1)CC(n1ncc(NCc4ccccc4)c(Cl)c1=O)(C3)C2	i	0.6	11%	14%	-2%	-4%	5%	-1.4%	-7%	2.6	71
c1ccc(-c2ccc(-c3nc(-c4cccnc4)no3)cc2)cc1	i	0.6	-2%	6%	16%	-1%	5%	-2.7%	3%	1.3	47
CCOc1cc(S(=O)(=O)NCc2ccccn2)ccc1Cl	i	2.6	6%	1%	-12%	-1%	0%	1.7%	4%	0.4	50
COc1cc(NC(=O)C(c2ccccc2)c2ccccc2)c(C(=O)O)cc1OC	i	0.5	2%	2%	-5%	-8%	11%	6.0%	-4%	1.5	56
CC(C)(C)C(=O)Nc1ccc(C(=O)NCc2cccnc2)cc1	i	0.8	-4%	0%	-3%	5%	12%	1.0%	5%	-0.3	27
O=C(Nc1ccc(Oc2cccc(C(F)(F)F)c2)nc1)c1cccs1	i	0.0	-5%	-4%	8%	-2%	3%	0.8%	-4%	3.0	31
